Nrf2 block: blocks Nrf2 signaling. A549 ARE-Fluc reporter, luciferase luminescence, 18-24 h. Potency, µM (titrated, usually from 46 µM), inactives show at the top dose activity change, negative = inhibition, actives largely listed as inhibitors. hit rate 2.1% among 360,000. AID 504444; note: potency is the fitted concentration of half-maximal effect; % is set by controls: 0 for no effect and ±100 for the full control effect; nearly all actives have a fitted effect of over 60% in size
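Concentration-response testing used A549 ARE_Fluc cells at 5000 cells/well. Following an 18-24 h compound incubation, viability was read by fluorescence (Ex 405/Em 525) and luciferase output by luminescence.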
A549 tox: A549 cytotoxicity, counter-screen for Nrf2 inhibitors. hit rate 0.16% among 390,000. A549 ARE-Fluc cells, CellTiter-Fluor viability, 18-24 h. Potency, µM (top dose mostly 46 µM), for inactives: top-dose activity change, negative = cytotoxicity, hits mostly inhibitors; note: potency is the fitted concentration of half-maximal effect; % is set by controls: 0 for no effect and ±100 for the full control effect
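A549 ARE-Fluc cells in 5% FBS OPTI-MEM, 5000 cells/well, rested 2 h then exposed to compounds in concentration-response for 18-24 h at 37 °C. Viability by CellTiter-Fluor fluorescence (Ex 405/Em 525) after 30 min; luciferase luminescence (BugLite, 15 min, RT) read afterwards.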
Akt phos inh: blocks phosphorylation of Akt; Neuro2A IGF-stimulated pAkt S473 HTRF, 20 min; active compounds read low; hit rate 0.32% among 360,000; activity change, % for hits at 50 µM; in the data active = activity change below about -80%; inconclusive = mostly about -51% to -80%; note: % is set by controls: 0 for no effect and ±100 for the full control effect
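Neuro2A cells (4,500/well, DMEM with 0.5% FBS) were treated with compound at a single 50 µM final concentration, stimulated with 6 nM IGF for 20 min at 37 °C, and lysed. Phospho-Akt Ser473 was read by HTRF as 665/615 ratio ×10^4.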
Mm-Cpn inhibitor: M. maripaludis TRiC chaperonin inhibition. purified Mm-Cpn ATPase, ADP Transcreener TR-FRET. Potency, µM (titrated, usually from 76.9 µM), for inactives: at the top dose activity, negative = inhibition, most hits filed as inhibitors. hit rate 0.031% among 330,000. AID 504842; note: potency is the fitted concentration of half-maximal effect; % is set by controls: 0 for no effect and ±100 for the full control effect; nearly all actives have a fitted effect of over 80% in size
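TR-FRET (320 nm excitation; 590 and 665 nm emission) reports ADP made from 10 uM ATP by 25 nM enzyme; compounds were preincubated 10 min, reaction run 30 min, both at 37°C.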
EPAC2 ag: agonists of human EPAC2 (RAPGEF4) | Q8WZA2 | EPAC2 activation, biochemical qHTS; response scale: 100% = 6.5 mM cAMP response | Potency, µM (series often up to 154 µM), for inactives: top-dose activation, usual class: activators | hit rate 0.079% among 360,000; note: potency is the fitted concentration of half-maximal effect; nearly all actives have a fitted effect of over 50% in size
Target sequence (Q8WZA2 whole entry, looked up): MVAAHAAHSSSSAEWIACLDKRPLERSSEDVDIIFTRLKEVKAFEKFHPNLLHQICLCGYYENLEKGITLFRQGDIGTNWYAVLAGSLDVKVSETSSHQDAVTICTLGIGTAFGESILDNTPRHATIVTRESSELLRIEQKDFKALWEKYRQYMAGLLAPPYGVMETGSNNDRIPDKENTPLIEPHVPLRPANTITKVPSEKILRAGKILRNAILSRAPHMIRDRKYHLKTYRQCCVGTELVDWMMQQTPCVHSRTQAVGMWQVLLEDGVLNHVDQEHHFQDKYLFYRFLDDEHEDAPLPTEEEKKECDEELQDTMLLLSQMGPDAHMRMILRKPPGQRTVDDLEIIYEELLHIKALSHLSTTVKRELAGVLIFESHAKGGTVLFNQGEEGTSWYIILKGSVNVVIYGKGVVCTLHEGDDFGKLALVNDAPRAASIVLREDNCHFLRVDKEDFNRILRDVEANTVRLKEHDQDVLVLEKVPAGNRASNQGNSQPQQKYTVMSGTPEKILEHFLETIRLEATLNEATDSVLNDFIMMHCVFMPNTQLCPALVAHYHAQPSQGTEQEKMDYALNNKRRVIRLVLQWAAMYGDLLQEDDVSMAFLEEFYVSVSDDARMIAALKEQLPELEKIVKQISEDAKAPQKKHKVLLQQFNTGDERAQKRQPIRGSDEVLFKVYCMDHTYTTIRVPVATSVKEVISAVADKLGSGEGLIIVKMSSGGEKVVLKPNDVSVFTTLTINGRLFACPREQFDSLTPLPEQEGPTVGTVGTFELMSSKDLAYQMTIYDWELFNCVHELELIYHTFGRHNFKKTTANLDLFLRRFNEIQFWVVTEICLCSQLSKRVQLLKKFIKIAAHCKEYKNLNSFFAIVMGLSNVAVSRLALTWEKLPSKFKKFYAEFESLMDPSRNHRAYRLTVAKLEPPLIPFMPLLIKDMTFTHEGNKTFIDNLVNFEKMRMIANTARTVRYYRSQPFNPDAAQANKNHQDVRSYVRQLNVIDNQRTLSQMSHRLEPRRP
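EPAC2 (100 nM) mixed with Rap1B loaded with BODIPY-GDP (250 nM) plus 50 uM unlabeled GDP; compounds pinned in, 5 min RT, then read every 5 min for 30 min (ex 480, em 540 nm). Normalized to cAMP control.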
CCT chaperon mod: changes cytosolic chaperonin activity. purified chaperonin ATPase assay, HTRF ADP detection, 30 min. activity change, % (concentration not given with the values), hits read low. hit rate 0.3% among 360,000. AID 651819; in the data active = activity change below about -30%; note: % is set by controls: 0 for no effect and ±100 for the full control effect
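Nucleotide hydrolysis assay: TRiC at 20–40 nM final (set by batch activity) with 10 uM ATP, 30 min at 37 °C, in presence of 76 uM compound. Detection by competitive ADP HTRF, 30 min ambient.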
TGFb inhibitor: TGF-b pathway inhibition; HepG2 CAGA-GFP TGF-b/SMAD3 reporter, GFP fluorescence, 18 h; TGF-beta stimulated, 500 pg/mL final; Potency, µM (doses to about 46.1 µM), inactives show at the highest dose activity, negative = inhibition, most hits filed as inhibitors; hit rate 1.2% among 410,000; AID 588855; note: potency is the fitted concentration of half-maximal effect; % is set by controls: 0 for no effect and ±100 for the full control effect; nearly all actives have a fitted effect of over 65% in size
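TGF-beta reporter screen: HEPG2 CAGA-GFP, 1% FBS, 500 pg/mL TGF-beta final, 18 h; per-cell GFP summed per well; curves fitted and categorized by class.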
EPAC2 antagonist: antagonists of human EPAC2; Q8WZA2; EPAC2 GEF exchange of Rap1B-BODIPY-GDP, fluorescence; Potency, µM (titrated, usually from 114 µM), inactives show top-dose activity, negative = inhibition, usual class: inhibitors; hit rate 0.18% among 360,000; note: potency is the fitted concentration of half-maximal effect; % is set by controls: 0 for no effect and ±100 for the full control effect; nearly all actives have a fitted effect of over 45% in size; many of its hits are not listed in these tables
Nrf2 activator: activators of Nrf2 (ARE) signaling; AREc32 ARE-luciferase reporter (MCF7-derived line), luminescence, 24 h; Potency, µM (top dose mostly 46.1 µM), without a hit: at the highest dose activation, most hits filed as activators; hit rate 0.31% among 410,000; note: potency is the fitted concentration of half-maximal effect; % of control where 0% means no effect; nearly all actives have a fitted effect of over 65% in size
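ARE activation measured as luciferase luminescence (Steady-Glo, 30 min RT) in AREc32_Fluc cells after 24 hr compound exposure at 37 deg C, 5% CO2; cells seeded overnight at 1000/well in OPTI-MEM, 5% FBS.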
* hit, by the source's call; i = inactive; ? = inconclusive; . = no result given; [ ] = dose if it differs, or a comment. Unless noted, calls come from the whole dose curve; as a rule, active = well fitted curve in the direction sought with a large enough effect; inconclusive = small, poorly fitted or top-dose-only effect, or another doubt; inactive = no such curve, though single readings can be large; an effect the other way counts as inactive or inconclusive. Some of the compounds tested; rates above refer to the full screens.

SMILES	Nrf2 block	A549 tox	Akt phos inh	Mm-Cpn inhibitor	EPAC2 ag	CCT chaperon mod	TGFb inhibitor	EPAC2 antagonist	Nrf2 activator
O=C(N[C@@H](Cc1ccccc1)C(=O)O)c1cccnc1	3%	2%	i	0%	4%	-0.3	0%	6%	-0.5%
CCOC(=O)c1nc2ccc(C)cc2c2c1C1CC(c3c(Cl)cccc31)N2C(=O)OCc1ccccc1 (centres undefined)	.	.	i	.	13%	-3.0	-4%	-1%	0.2%
O=C(COC(=O)c1cc(-c2cccs2)nn1-c1ccccc1)Nc1cccc([N+](=O)[O-])c1	-16%	0%	i	-1%	11%	1.0	19%	15%	2.4%
COCC(=O)N1CCC(Oc2ccc(C(=O)N3C[C@@H]4CCC[C@H]3C4)cc2)CC1	9%	3%	i	0%	-1%	-2.4	-1%	1%	1.8%
O=C(O)c1nc(Cl)c(Cl)c(N/N=C/c2ccccc2C(F)(F)F)c1Cl	-15%	-9%	i	5%	3%	-0.2	7%	?	7.1%
COc1cc(CNCc2ccc(OC)c3ccccc23)cc(OC)c1OC	?	-5%	i	-5%	1%	2.0	?	4%	-0.1%
C[C@@H]1CCC[C@H](C)N1Cc1nc(Cc2ccccc2Cl)no1	-9%	1%	i	3%	0%	-0.7	0%	-8%	-0.9%
Cc1ccc(OC(=O)CSc2nnc(CNC(=O)c3ccccc3)o2)cc1	7%	26%	.	.	.	.	-1%	.	0.0%
CCOC(=O)c1c(C)[nH]c(C)c1S(=O)(=O)NCCN1CCN(c2cc(Cl)ccc2C)CC1	?	-6%	.	-1%	4%	0.1	11µM*	?	-1.9%
COc1ccc2cc(-c3cc(C(=O)OCC(=O)Nc4c(C)n(C)n(-c5ccccc5)c4=O)c4ccccc4n3)ccc2c1	?	5%	i	1%	6%	-2.0	-4%	-6%	2.5%
COC(=O)CC#N	8%	0%	i	1%	7%	-1.4	19%	-4%	0.6%
OC(COc1ccc2c(c1)CCC2)CN1CCN(c2ccccc2F)CC1 (centres undefined)	-7%	0%	i	1%	9%	0.3	?	-5%	-0.8%
CN(C)c1ccc(S(=O)(=O)NCC(=O)N2CCN(c3ccccc3)CC2)cc1[N+](=O)[O-]	-6%	-4%	i	-2%	-1%	2.5	6%	-4%	-0.3%
CCOc1ccc(NC(=O)c2c(C)oc3nc(C)nc(N4CCCC4)c23)cc1	15%	1%	.	.	.	.	-2%	.	-0.2%
CCCCOc1ccccc1C1NC(=O)NC(C)=C1C(=O)OCCOCC (centres undefined)	-10%	0%	i	-1%	-24%	-2.2	-26%	-3%	0.1%
COc1cccc(-c2ncc3ccccc3c2COC(=O)c2ccco2)c1	?	0%	i	1%	5%	-2.3	-15%	-22%	4.4%
O=C(N/N=C\c1cc(Br)c(Br)o1)C1COc2ccccc2O1 (centres undefined)	-5%	2%	i	?	19%	0.5	-24%	0%	7.6%
O=C(CCc1ccccc1)NNC(=O)COc1ccc(Br)cc1	?	0%	i	0%	-1%	-1.3	0%	1%	0.4%
Cc1cc(Br)ccc1NC(=O)CN(C)C(=O)CN1C(=O)NC(C)(C2CC2)C1=O (centres undefined)	-7%	-3%	i	0%	3%	-3.4	6%	0%	-0.2%
Cc1cc2cc(CN(CC3CCCO3)C(=O)c3cnccn3)c(=O)[nH]c2cc1C (centres undefined)	-11%	-7%	i	-1%	5%	0.9	15%	0%[57.1 µM]	0.1%
O=C(CN1CCN(c2ccccn2)CC1)N1c2ccccc2CCc2ccccc21	-6%	-7%	i	-1%	2%	-1.9	-8%	-4%[57.1 µM]	0.2%
CCOCCCNC(=O)/C(C#N)=C/c1ccc(-c2ccc(S(=O)(=O)N3CCOCC3)cc2)o1	0%	-3%	i	-3%	-12%	-0.6	-12%	-6%	0.0%
CCC(C(=O)Nc1nc(C)cs1)c1ccccc1 (centres undefined)	-1%	1%	i	-1%	2%	-1.7	17%	-3%	0.0%
CCOc1cc2c(cc1OCC)C(C(=O)O)C(c1ccc(OC)c(O)c1)N(C)C2=O (centres undefined)	-20%	-19%	i	1%	0%	-0.3	13%	-5%	0.1%
NC(=O)c1cc(S(=O)(=O)Nc2ccc(OC(F)(F)F)cc2)cs1	18µM*	-3%	i	0%	-5%	-1.6	3%	-2%	0.2%
CC(=O)Nc1ccc(NC(=O)CSc2ccccn2)cc1	?	-3%	i	3%	14%	0.2	-11%	-1%	0.4%
CC(C)/C(=N/Nc1ccccc1[N+](=O)[O-])c1ccccc1	12%	-17%	i	0%	1%	0.2	-11%	-27%	?
COCCNC(=O)/C(C#N)=C/c1nc(N(C)C)n(-c2ccc(F)cc2)c1Cl	1%	-9%	i	-11%	-7%	-1.6	0%	-1%	?
COc1ccc([N+](=O)[O-])cc1NC(=O)c1cn(-c2ccc(Cl)cc2)c(=O)c2ccccc12	-18%	-2%	i	-4%	14%	-3.4	-19%	-1%	0.1%
COc1ccc(NC(=O)CCSc2ccc3ccccc3n2)cc1	-12%	18%	i	-8%	10%	-15	-12%	0%	0.0%
Cc1c(C(=S)Nc2ccccc2)cnn1-c1ccc([N+](=O)[O-])cc1	23µM*	-3%	i	2%	-1%	-5.4	-14%	0%	-0.8%[9.22 µM]
CCN(CC)CCCCCCCCOC(=O)c1cc(OC)c(OC)c(OC)c1	1%	-1%	i	-2%	6%	-2.3	13%	21%	4.4%
CCOc1ccc(/C=C/C(=O)N(CC)CC(=O)Nc2ccc3c(c2)OCCO3)cc1OCC	-6%	-8%	i	6%	3%	1.3	13%	10%	-0.1%
COc1ccc(NC(C)=O)cc1S(=O)(=O)NCc1ccc2c(c1)OCO2	.	.	i	.	1%	1.6	3%	-10%	0.0%
CC(C)C(=O)N1CCC1(C)C(=O)Nc1ccc2cn[nH]c2c1 (centres undefined)	.	.	.	.	0%	0.6	-4%	-5%	2.7%
CN(C)CCCCCNCCCNC(=O)/C=N\O	14%	-4%	i	1%	13%	-0.3	0%	-2%	-0.5%
O=C(CSc1ncnc2c1nnn2-c1ccc(F)cc1)NCc1ccco1	?	-2%	i	1%	?	-0.5	2%	6%[57.1 µM]	?
O=C(c1ccco1)N1CCN(C2CC(=O)N(c3ccc(F)c(Cl)c3)C2=O)CC1 (centres undefined)	-9%	1%	i	1%	10%	-0.9	-20%	16%	0.2%
CCOC(=O)c1cc(-c2ccc(C)o2)nn1CCC#N	-6%	-2%	i	-13%	7%	-0.5	0%	1%	0.1%
CCOc1ccc(Br)cc1-c1noc(-c2cccs2)n1	.	15%	i	0%	-11%	-0.5	13%	-6%	?
Cc1ccc(NC(=O)c2oc3ccccc3c2COC(C)C)cc1S(=O)(=O)N1CCOCC1	?	-12%	i	-2%	7%	-1.2	-8%	-1%	2.4%
O=C(Nc1cccc([N+](=O)[O-])c1)C1C2CC/C=C\CCC21 (centres undefined)	-27%	-18%	i	0%	4%	-0.4	?	0%	0.2%
Cc1[nH]c2ccccc2c1CCN(Cc1cccnc1)C(=S)Nc1ccc(F)cc1	15%	-6%	i	2%	20%	-4.0	-14%	8%	5.5%
CCC1(CC)C(=O)C(C)(C)C(=O)OC1c1ccccn1 (centres undefined)	.	2%	i	1%	0%	0.0	0%	4%	-1.3%
NC(=O)c1ccc[n+](Cc2ccc(-c3ccccc3)cc2)c1	-22%	-9%	i	0%	1%	-3.1	-1%	11%	-0.5%
CN(C(=O)CCN1C(=O)S/C(=C\c2ccccc2)C1=O)C1CCS(=O)(=O)C1 (centres undefined)	-3%	-6%	.	4%	9%	-0.3	-4%	17%	0.3%
CCn1c(SCC(=O)N2CCCc3ccccc32)nnc1-c1cccs1	2%	-4%	i	2%	1%	-0.9	-34%	11%	3.9%
C=CCOc1ccc(C2C(C(=O)c3ccc(C)o3)=C(O)C(=O)N2Cc2cccnc2)cc1 (centres undefined)	3%	-8%	i	-10%	6%	-1.1	-2%	5%	0.1%
COc1ccc(NC(=O)C2CC(=O)N(c3ccccc3Cl)C2)c(OC)c1 (centres undefined)	-2%	-12%	i	-2%	13%	1.5	-6%	3%	1.6%
O=C(Cn1c(=O)cnc2ccccc21)Nc1cc(Cl)ccc1N1CCOCC1	18%	3%	i	0%	-2%	1.1	16%	28%	-1.3%
Cc1cccc(CCNC(=O)CN(c2ccc(C(C)C)cc2)S(=O)(=O)c2c(C)nn(C)c2C)c1	-6%	5%	.	.	.	.	-13%	.	0.6%
COC(=O)c1cc(S(=O)(=O)Nc2cccc(OC)c2)cn1C	-15%	-5%	i	1%	5%	-2.6	7%	-4%	0.1%
Brc1ccc(C2Nc3cccc4cccc(c34)N2)cc1	27%	-1%	i	.	3%	-0.3	6%	?	30%
